Screens: PubChem, The Scripps Research Institute Molecular Screening Center
TAAR1 antagonist = human TAAR1 antagonists, primary screen, Fluo-8 calcium fluorescence, CHO RD-HGA16 cells. inhibition, % at 3 µM. antagonist. AID 624466, 2012. 1.5% of 360,000 active;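 active = inhibition above a per-plate cutoff, the mean inhibition of test compounds on that plate plus 3 SD, cut at about 49% in these data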;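 note: 0% = DMSO plus EC80 beta-PEA response and 100% = DMSO alone without agonist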
Target sequence (Q96RJ0 whole entry, looked up): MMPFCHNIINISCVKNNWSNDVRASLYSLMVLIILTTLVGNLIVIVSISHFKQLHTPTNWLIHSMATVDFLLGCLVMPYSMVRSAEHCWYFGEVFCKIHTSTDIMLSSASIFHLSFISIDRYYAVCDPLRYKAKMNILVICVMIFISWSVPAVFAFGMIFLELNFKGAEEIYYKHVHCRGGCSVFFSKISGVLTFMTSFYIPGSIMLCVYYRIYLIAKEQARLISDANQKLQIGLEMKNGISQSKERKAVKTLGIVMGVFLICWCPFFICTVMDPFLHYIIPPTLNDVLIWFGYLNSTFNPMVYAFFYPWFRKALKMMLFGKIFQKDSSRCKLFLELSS
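Assay system: RD-HGA16 CHO cells with stable hTAAR1 and Gα16 / Reagent: EC80 β-phenethylamine stimulus / Doses: 3 µM, single point / Timing: dye loading 75 min at 37 °C, then 30 min room temperature / Measured by: Fluo-8 intracellular calcium dye fluorescence, real-time kinetic reads / Controls: vehicle wells and EC80 agonist wells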
CHO-K1 Ca antag = counter-screen for M1 antagonists: effect in parental CHO-K1 cells; 0.6% of 360,000 active; AID 602250; ATP-induced calcium, Fluo-8 fluorescence; inhibition, % at 3 µM;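 active = inhibition above a per-plate cutoff, the plate's mean sample inhibition plus 3 SD, cut at about 24% in these data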;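 note: 0% = DMSO plus EC80 ATP and 100% = DMSO alone without ATP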
CHO parental Ca = ATP-evoked calcium signal inhibitors, parental CHO, primary screen, counter-screen for OX1R antagonist project, cell-based, fluorescence, Fluo-8 calcium dye; parental CHO-K1, ATP-induced calcium, Fluo-8 fluorescence; inhibition, % at 5.6 µM; 0.63% of 330,000 active;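 active = inhibition above that plate's mean sample inhibition plus 3 SD, cut at about 26% in these data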;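 note: 0% = ATP-challenged DMSO wells and 100% = DMSO wells without ATP; some compounds past the cut are filed as inactive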
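material = parental CHO cells | also added = ATP as calcium-mobilizing challenge | dosing = single point at 5.6 µM | detection = intracellular calcium via Fluo-8 no-wash fluorescent dye | read-out = % inhibition | benchmarks = low control ATP plus DMSO, high control DMSO only | repeats = one well per compound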
TAAR1 agonist = human TAAR1 agonists, primary screen, Fluo-8 calcium fluorescence, CHO RD-HGA16 cells; Trace amine-associated receptor 1 (Homo sapiens), Q96RJ0; vehicle wells 0%, saturating PEA agonist 100%; activation, % at 3 µM; 0.99% of 360,000 active; AID 624467, 2012;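 active = activation above the mean activation of all test compounds in the run plus 3 SD, cut at about 38% in these data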
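Test system: RD-HGA16 (CHO) cells co-expressing Gα16 and hTAAR1 | Doses: Single dose, 3 µM | Schedule: 17-24 h seeding, 75 min 37 °C dye, 30 min RT | Evaluation: % activation from peak over basal fluorescence ratio, DMSO-to-PEA scaled | Technique: Kinetic Fluo-8 calcium fluorescence | Benchmarks: Low control DMSO, high control PEA (EC100)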
CHO-K1 Ca PAM = nonselective calcium activators in parental CHO-K1 cells, primary screen, counter-screen for M1 PAM project, cell-based, Fluo-8 calcium fluorescence, full deck, 1536-well | ATP EC20; 0% at ATP EC20, 100% at ATP max | activation, % at 3 µM | 0.02% of 360,000 active | AID 602247, 2012;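 active = activation above the run cutoff, the mean activation of all test compounds plus 3 SD, cut at about 40% in these data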;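 note: peak over basal fluorescence ratio in a 140 s read after ATP addition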
CHO-K1 Ca ag = counter-screen for M1 agonists: effect in parental CHO-K1 cells. Fluo-8 calcium fluorescence; scaled to maximal ATP response, vehicle zero. activation, % at 3 µM. 0.48% of 360,000 active; in the data active = activation above about 15%;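 note: untransfected CHO-K1 host cells lacking M1 receptor as counterscreen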
CHRM1 antagonist = human M1 muscarinic receptor antagonists, primary screen, CHO-K1 cells, Fluo-8 calcium fluorescence, 1536-well | CHO-K1 hM1, ACh EC80 antagonist | inhibition, % at 3 µM | 1.3% of 360,000 active | AID 588852, 2011;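 active = percent inhibition above its own plate's cutoff, namely the mean of that plate's compound wells plus 3 SD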;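 note: peak over basal fluorescence ratio during 140 s after agonist addition; 0% = ACh EC80 plus DMSO and 100% = DMSO alone without agonist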
Target sequence (P11229 whole entry, looked up): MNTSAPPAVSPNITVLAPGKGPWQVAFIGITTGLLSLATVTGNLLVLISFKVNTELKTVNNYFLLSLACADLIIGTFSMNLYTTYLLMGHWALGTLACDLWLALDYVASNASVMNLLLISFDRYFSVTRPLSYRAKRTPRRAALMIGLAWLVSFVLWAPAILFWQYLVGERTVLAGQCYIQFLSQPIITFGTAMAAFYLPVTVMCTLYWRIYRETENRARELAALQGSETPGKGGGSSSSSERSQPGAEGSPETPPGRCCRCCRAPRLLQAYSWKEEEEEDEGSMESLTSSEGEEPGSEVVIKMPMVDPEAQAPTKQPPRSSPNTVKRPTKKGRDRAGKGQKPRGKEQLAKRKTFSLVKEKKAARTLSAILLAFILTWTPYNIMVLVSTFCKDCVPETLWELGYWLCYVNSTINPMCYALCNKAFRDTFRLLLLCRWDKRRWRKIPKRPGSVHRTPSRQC
OXTR potentiate = human OXTR potentiators, primary screen, fluorescence, CHO-OTR cells, Fluo-8 calcium; Oxytocin receptor (Homo sapiens), P30559; Fluo-8 calcium fluorescence, potentiator mode; 0% = oxytocin EC15, 100% = EC100; activation, % at 3 µM; 0.061% of 320,000 active; AID 2445, 2010;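 active = activation above that plate's cutoff, the mean activation of tested compounds plus 3 SD, cut at about 6.6% in these data, passing the limit was not always enough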;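 note: 100% uses oxytocin at 75 nM as the full agonist control; some results filed as inactive read as strong as hits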
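Assay system: CHO cell line stably expressing human OTR | Also added: Oxytocin at about EC15, sub-maximal agonist stimulus | Times: Compound 6 min at room temperature before oxytocin, 100 s read | Measured by: Fluo-8 intracellular calcium fluorescence, ex 470-495, em 515-575 nm | Controls: EC15 oxytocin alone as 0%, 75 nM oxytocin as 100%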
CHRM1 agonist = human M1 muscarinic receptor agonists, primary screen, Fluo-8 calcium fluorescence, CHO-K1 cells, HTS. Muscarinic acetylcholine receptor M1 (Homo sapiens), P11229. activation, % at 3 µM. CHO-K1 hM1, agonist mode; 0% DMSO, 100% acetylcholine EC100. 0.33% of 360,000 active. AID 588814, 2011;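 active = activation above the run's mean compound activation plus 3 SD, cut at about 16% in these data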;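 note: peak over basal fluorescence ratio within a 140 s kinetic read after compound addition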
Numbers without * were called inactive; / = not tested or not shown.

SMILES | TAAR1 antagonist | CHO-K1 Ca antag | CHO parental Ca | TAAR1 agonist | CHO-K1 Ca PAM | CHO-K1 Ca ag | CHRM1 antagonist | OXTR potentiate | CHRM1 agonist
Cc1c(C)c2ccc(OC(C)C(=O)N[C@@H](Cc3c[nH]c4ccccc34)C(=O)O)c(C)c2oc1=O (stereo not given in full) | 12 | 13 | 9 | 0 | -7 | -0.2 | -3 | 2 | 0
Nn1c(SCC(=O)NCCC2=CCCCC2)nnc1C1CCCCC1 | -14 | -1 | -20 | -1 | 11 | -0.1 | -9 | -2 | 0
N#C/C(C(=O)N1CCOCC1)=C1/SC(Cc2ccccc2Cl)C(=O)N1c1ccccc1 (stereo not given) | -5 | 2 | -18 | 1 | 1 | 0.3 | -4 | -12 | -10
COc1ccc2cc(C(=O)N(C)CC(=O)Nc3ccccc3Br)ccc2c1 | 0 | 2 | -19 | 3 | 6 | 3.0 | -8 | -12 | 2
COc1ccc(S(=O)(=O)n2nc(OC(=O)c3ccc(C)cc3)cc2N)cc1 | 1 | -29 | -16 | 6 | 6 | -0.5 | -16 | -16 | -3
CC(C)(C)NC(=O)C1c2ccccc2OCC(=O)N1Cc1ccc2c(c1)OCO2 (stereo not given) | 4 | -18 | / | 0 | 13 | 0.8 | / | / | /
C=CCn1c(=N)n(CC(O)COc2ccc(OC)cc2)c2ccccc21 (stereo not given) | 8 | -7 | -11 | 1 | 22 | 1.3 | -12 | -6 | -8
COc1ccc(Cl)cc1N1CC(c2nc3ccccc3[nH]2)CC1=O (stereo not given) | 14 | -4 | -14 | 4 | 14 | 3.9 | -22 | 0 | 2
O=C(O)c1cccc(CN2C(=O)SC(Nc3cccc4ccccc34)C2=O)c1 (stereo not given) | -25 | 7 | 1 | 8 | 9 | 0.2 | 2 | -3 | -4
Cn1nc(C(C)(C)C)cc1C(=O)N1CCCC(C)(C(=O)NS(=O)(=O)C2CC2)C1 (stereo not given) | -4 | 13 | / | 2 | -11 | 0.0 | -3 | / | 2
Cc1ccc(C(=O)CN(CCCC(N)=O)S(=O)(=O)c2ccc([N+](=O)[O-])cc2)cc1 | 0 | 7 | -9 | 4 | -15 | -0.6 | -2 | 0 | -7
COc1ccccc1N(CC(=O)N/N=C/c1ccc(C(=O)O)cc1)S(=O)(=O)c1ccc(C)cc1 | -10 | -3 | -14 | 0 | 12 | 1.1 | -15 | -20 | 0
CN(C)CCCN(C(=O)c1ccco1)c1nc2c(F)cc(F)cc2s1 | -1 | -11 | -1 | 3 | -10 | 0.8 | 3 | -2 | 7
COc1ccc(C2C(C#N)=C(N)Oc3n[nH]c(C)c32)cc1CN1CCN(c2ccc(F)cc2)CC1 (stereo not given) | -12 | -14 | -19 | 2 | 24 | 0.4 | -11 | 2 | -7
Cc1cccc(NC(=O)C23CCC(C)(C(=O)O2)C3(C)C)c1 (stereo not given) | -16 | 4 | -6 | 10 | 17 | -0.3 | -6 | -1 | -5
C[C@H]1C=C(C(=O)N2CCOCC2)O[C@@H](OCc2ccc(CO)cc2)C1 | 3 | -3 | 3 | 2 | 5 | 0.1 | -1 | -4 | -3
CC1=NN(c2ccccc2)C(=O)/C1=C/c1cccs1 | 7 | -12 | -2 | 11 | 21 | 0.1 | -5 | -10 | 8
CCn1c2ccccc2c2cc(NC(=O)c3cccc(OC)c3)ccc21 | / | -13 | -8 | / | 5 | 0.1 | -1 | -8 | -4
CCc1ccc(C(=O)NNC(=O)c2ccc(OCC(=O)N3CCOCC3)c(OC)c2)cc1 | -24 | -19 | -4 | 8 | 10 | 0.1 | -18 | -1 | -3
O=C1C2CCCN2C(c2ccc(F)c(F)c2)N1c1cccc(Cl)c1 (stereo not given) | 8 | -1 | -9 | -2 | 19 | -0.1 | -5 | -7 | -11
CC(=O)c1sc2nc(CSc3nncn3C)[nH]c(=O)c2c1C | -7 | 7 | -14 | 0 | -7 | -0.2 | 11 | -14 | -3
CC(C)(C)c1ccc(C(=O)N/N=C/c2cccc(Cl)c2)cc1 | 35 | -6 | -17 | 10 | 7 | 0.3 | 0 | -5 | -7
N#Cc1ccc(OCC(=O)N2CCN(C(=O)c3ccco3)CC2)cc1 | 1 | -5 | -7 | 1 | 7 | 0.5 | 4 | -6 | -2
CC1CCCCC1NC(=O)CC1Oc2ccccc2NC1=O (stereo not given) | 6 | -16 | 4 | 1 | 17 | 0.2 | -14 | -4 | 5
Cc1ccc(SCC(=O)NNC(=O)c2ccccc2)cc1C | -5 | -14 | 4 | -1 | 14 | 1.6 | 0 | -3 | -4
COCCNC(=O)c1cc(-c2cccnc2)nc2ccc(Br)cc12 | 1 | 4 | -12 | 18 | 7 | 1.8 | -5 | -10 | -4
CSc1ncnc2c1ncn2CCCNCC1CCCCC1 | -17 | -6 | / | 1 | 18 | 0.5 | -16 | / | -9
CCCOC(=O)CCCCCCCCC(O)CN1CCCCC1 (stereo not given) | -25 | -9 | 1 | 1 | 7 | 3.7 | 20 | -4 | -3
CS(=O)(=O)N1CCN(c2ccnc3cc(Cl)ccc23)CC1 | -6 | -2 | -16 | 15 | 15 | 0.8 | -5 | -2 | -6
O=C1CC(c2cccnc2)c2cc3c(cc2N1)OCO3 (stereo not given) | -29 | -3 | 3 | 1 | 4 | 0.2 | -13 | -5 | -2

2 records drawn at random from those above, as already listed:
SMILES | TAAR1 antagonist | CHO-K1 Ca antag | CHO parental Ca | TAAR1 agonist | CHO-K1 Ca PAM | CHO-K1 Ca ag | CHRM1 antagonist | OXTR potentiate | CHRM1 agonist
Cc1ccc(SCC(=O)NNC(=O)c2ccccc2)cc1C | -5 | -14 | 4 | -1 | 14 | 1.6 | 0 | -3 | -4
Cc1cccc(NC(=O)C23CCC(C)(C(=O)O2)C3(C)C)c1 (stereo not given) | -16 | 4 | -6 | 10 | 17 | -0.3 | -6 | -1 | -5

Full records as entered above. Order of screens: TAAR1 antagonist, CHO-K1 Ca antag, CHO parental Ca, TAAR1 agonist, CHO-K1 Ca PAM, CHO-K1 Ca ag, CHRM1 antagonist, OXTR potentiate, CHRM1 agonist
CC1=NN(c2ccccc2)C(=O)/C1=C/c1cccs1 across the screens: 7, -12, -2, 11, 21, 0.1, -5, -10, 8
N#C/C(C(=O)N1CCOCC1)=C1/SC(Cc2ccccc2Cl)C(=O)N1c1ccccc1 (stereo not given) across the screens: -5, 2, -18, 1, 1, 0.3, -4, -12, -10
COCCNC(=O)c1cc(-c2cccnc2)nc2ccc(Br)cc12 across the screens: 1, 4, -12, 18, 7, 1.8, -5, -10, -4
Cc1ccc(C(=O)CN(CCCC(N)=O)S(=O)(=O)c2ccc([N+](=O)[O-])cc2)cc1 across the screens: 0, 7, -9, 4, -15, -0.6, -2, 0, -7
O=C(O)c1cccc(CN2C(=O)SC(Nc3cccc4ccccc34)C2=O)c1 (stereo not given) across the screens: -25, 7, 1, 8, 9, 0.2, 2, -3, -4

(list continues)
SMILES | TAAR1 antagonist | CHO-K1 Ca antag | CHO parental Ca | TAAR1 agonist | CHO-K1 Ca PAM | CHO-K1 Ca ag | CHRM1 antagonist | OXTR potentiate | CHRM1 agonist
COc1cccc2c1OCC(CN1CCN(Cc3ccccc3F)C(CCO)C1)=C2 (stereo not given) | -5 | 4 | -20 | 2 | -2 | 0.7 | -11 | -9 | -7
C=CCN1C(=O)[C@@H]2Cc3c([nH]c4ccccc34)C(c3cc(OC)c(OC)c(OC)c3)N2C1=S (stereo not given in full) | 2 | 5 | -10 | 4 | -15 | 1.0 | 3 | -1 | 2
COc1ccc(CCC(=O)Nc2nnc(C(C)(C)C)s2)cc1 | -4 | 3 | -13 | 12 | 16 | 1.7 | -14 | 4 | 0
COc1cccc(CN2CCN(Cc3nc(-c4cccs4)oc3C)CC2CCO)c1 (stereo not given) | -1 | -12 | -13 | 2 | 10 | 0.0 | 0 | -2 | -5
COC(=O)c1cc(C(=O)NCCN2C(=O)S/C(=C\c3cccs3)C2=O)cc([N+](=O)[O-])c1 | 14 | 17 | -16 | 3 | 7 | 0.6 | 8 | -1 | -5
Cc1ccc(NC(=S)NNC(=S)NC2CCCCC2)cc1 | -37 | -9 | -40 | 0 | 3 | -0.7 | -1 | -9 | -4
Cc1ccccc1NC(=O)c1cc(S(=O)(=O)Nc2cccc(C(=O)O)c2)ccc1Cl | -11 | -2 | -3 | 6 | -9 | 0.9 | -5 | -2 | -2
CCOC(=O)C1(Cc2cccc(Cl)c2)CCCN(C(=O)C2CC2)C1 (stereo not given) | 18 | 15 | -12 | 4 | -11 | 0.5 | 5 | -4 | 0
CCCCNC(=O)COC(=O)CNC(=O)c1cc(Cl)cc([N+](=O)[O-])c1 | -6 | -21 | -9 | 0 | 25 | 0.8 | 5 | -4 | -3
S=C(NCc1ccccc1)Nc1ccc(Oc2ccccc2)cc1 | 24 | 5 | 23 | 2 | -2 | 3.2 | -2 | -6 | 0
O=C(c1ccccc1)c1cc2ccccc2o1 | 6 | -2 | -5 | 13 | 10 | -0.6 | 7 | -4 | -7
Cc1cc(C)c2[nH]c(C(=O)Nc3ccc(F)cc3Br)cc2c1 | -17 | -7 | -22 | -3 | 3 | 0.6 | -20 | -14 | -3
COc1ccc(C)cc1S(=O)(=O)N(C)CC(=O)N1CCN(C)CC1 | 0 | -19 | -2 | 3 | 9 | 0.2 | -16 | -1 | -2
CCN(CC(=O)Nc1ccc(NC(C)=O)cc1)C(=O)/C=C/c1c(C)nn(-c2ccc(F)cc2)c1Cl | -15 | -14 | / | -1 | 25 | -0.1 | -12 | / | -6
COCCNC(=O)Cn1nc(C)c([N+](=O)[O-])c1C | -7 | -7 | -12 | 2 | 7 | 0.4 | -13 | -10 | 0
COc1ccc(C(=O)NCc2csc(-c3cccs3)n2)cc1 | -29 | -12 | -7 | 0 | 23 | 1.6 | -9 | 9 | 0
